Source: PubChem
Neddyl block – inhibitors of cullin neddylation, primary screen, biochemical, TR-FRET, uHTS, NAE and Ubc12. calls only at 25 µM. 360,000 compounds, 0.58% hits. NEDD8-conjugating enzyme Ubc12 (Homo sapiens) + NEDD8-activating enzyme E1 regulatory …; in the data active = inhibition above about 36%
Rin1-Abl PPI inh – inhibitors of Rin1-Abl protein binding, primary screen, biochemical, TR-FRET; inhibition, % at 7.35 µM; 360,000 compounds, 0.4% hits; in the data active = inhibition above about 5%, passing the limit was not always enough
MsrA act – bovine MsrA enzyme activators, primary screen, biochemical, absorbance, HTS; purified bovine MsrA, absorbance read-out; activation, % at 10.6 µM; 360,000 compounds, 0.3% hits; in the data active = activation above about 7.5%;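 note: 0% = vehicle and 100% = reference activator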
SKN-1 block – suppressors of acrylamide-induced Pgst-4::GFP reporter in worms, primary screen, SKN-1 inhibitor project, whole organism, uHTS, GFP/RFP fluorescence ratio, strain VP596. C. elegans VP596 Pgst-4::GFP/RFP ratio, 24 h. inhibition, % at 21.8 µM. 360,000 compounds, 0.49% hits. AID 624304, 2012;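 active = interference check ratio from 0.5 to 1.5 plus GFP to RFP signal ratio inhibition reaching or exceeding a fixed threshold, cut at about 30% in these data, passing the limit was not always enough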; note: some compounds called inactive have numbers as strong as hits
MT1-MMP act inh – blockers of MT1-MMP proenzyme processing, primary screen, HT1080 RFP-PRO-GFP cells, GFP/RFP fluorescence | Matrix metalloproteinase-14 (Homo sapiens), P50281 | GFP/RFP ratio fluorescence, overnight; percent of plate control window, DMSO zero | GFP/RFP ratio change, % at 20 µM | 360,000 compounds, 0.061% hits;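 active = GFP/RFP ratio change of at least 30% with cell ATP level not reduced by more than half and red fluorescence within 50% of control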; note: strong numbers were not always called active
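Assay system – RFP-PRO-GFP reporter HT1080 cells · Compound dosing – single dose of 20 µM compound, 1% DMSO final · Incubation – overnight compound exposure at 37 °C · Measure – GFP/RFP fluorescence ratio · Benchmarks – DMSO wells and RFP-L50D-GFP cells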
FAS TE block – FAS thioesterase domain inhibitors, primary screen, biochemical, fluorescence intensity, uHTS | inhibition, % at 15 µM | recombinant FAS-TE, OMFH fluorogenic substrate, fluorescence endpoint | 360,000 compounds, 0.67% hits;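 active = compounds whose normalised, plate-corrected inhibition of enzyme fluorescence in the single-dose primary screen is 50% or more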;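 note: 0% = DMSO with enzyme and 100% = substrate without enzyme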
CendR NRP1 mod – modulators of CendR peptide binding to NRP-1, primary screen, biochemical, fluorescence polarization, uHTS; FAM-RPARPAR peptide binding to NRP-1; inhibition, % at 25 µM; 360,000 compounds, 0.85% hits; Neuropilin-1 (Homo sapiens), O14786;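 active = inhibition or corrected inhibition above about 18%, plus a signal ratio from 0.5 to 1.5, limit read from the data, passing the limit was not always enough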; note: strong numbers were not always called active
MsrA inh – bovine MsrA enzyme inhibitors, primary screen, biochemical, absorbance, HTS; Methionine sulfoxide reductase A (Bos taurus); purified bovine MsrA, absorbance read-out; inhibition, % at 15.5 µM; 360,000 compounds, 0.75% hits; in the data active = inhibition above about 4.5%;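 note: 0% = vehicle wells with enzyme and 100% = reference inhibitor wells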
eLon inh – inhibitors of E. coli Lon protease, primary screen, biochemical, fluorescence polarization | P0A9M0 | purified E. coli Lon protease | inhibition, % at 7.94 µM | 360,000 compounds, 0.42% hits | AID 602123, 2011; in the data active = inhibition above about 13%, passing the limit was not always enough;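 note: 0% = enzyme with probe and DMSO and 100% = no enzyme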
* = called active by the depositor; i = inactive; x = no result given.

nr | Molecule | Neddyl block | Rin1-Abl PPI inh | MsrA act | SKN-1 block | MT1-MMP act inh
1 | Cc1cc(NC(=O)C23CC4CC(C2)CC(n2cnc([N+](=O)[O-])n2)(C4)C3)no1 | i | -2.0 | -6.4 | -0.1 | -0.8
2 | O=C(CC1S/C(=N/N=C/c2cccs2)NC1=O)Nc1ccc(Cl)c(Cl)c1 (stereo not drawn) | i | 3.2 | -11.1 | -6.0 | -7.1
3 | N#CC1=C(N)OC2=C(C(=O)CCC2)C1C1CC=CCC1 (stereo not drawn) | i | -2.6 | -0.8 | 2.0 | -2.5
4 | Cc1ccc2nc(NCC(=O)NN)nc(-c3ccccc3)c2c1 | x | -0.4 | -4.9 | 6.1 | 1.0
5 | O=C(CNC(=O)c1ccc(OC(F)F)cc1)Nc1cccc(S(=O)(=O)N2CCCC2)c1 | i | 1.2 | -1.2 | 0.4 | 3.3
6 | Cc1c(Br)c([N+](=O)[O-])nn1CC(=O)Nc1cccc2nonc12 | i | 0.9 | -3.2 | 6.2 | 4.2
7 | COCCNc1nc(N)c([N+](=O)[O-])c(Nc2ccc(F)cc2)n1 | i | 2.1 | -2.8 | 4.5 | -0.5
8 | CCC(C)C(NC(=O)OC(C)(C)C)C(=O)NC(CC(C)C)C(N)=O (stereo not drawn) | i | -0.1 | 1.2 | 9.1 | -2.5
9 | COCCNCC(=O)N1CCCCCC1 | i | 2.1 | 0.4 | -6.5 | -0.2
10 | Nc1nonc1-n1nnc(C(=O)N/N=C/c2ccc(Cl)cc2Cl)c1CN1CCOCC1 | i | 0.1 | -2.0 | 8.6 | -4.8

nr | FAS TE block | CendR NRP1 mod | MsrA inh | eLon inh
1 | -9.4 | 7.9 | -0.5 | 3.4
2 | 17.4 | -11.4 | -0.8 | 12.9
3 | -7.3 | -2.8 | 1.4 | 20.0*
4 | -2.7 | -7.6 | 0.8 | 12.5
5 | 4.7 | -0.4 | 0.3 | -10.9
6 | 15.9 | -11.5 | 1.9 | -22.1
7 | 0.0 | 6.6 | 3.3 | -4.7
8 | -2.7 | 13.7 | 1.8 | 14.4
9 | -6.6 | 11.2 | 1.6 | -5.1
10 | -0.5 | 13.6 | -0.2 | -13.6

Next results follow.
nr | Molecule | Neddyl block | Rin1-Abl PPI inh | MsrA act | SKN-1 block | MT1-MMP act inh
11 | COc1ccc(C)cc1NS(=O)(=O)c1ccc2c(c1)CCN2C(C)=O | i | 0.1 | -0.8 | -2.8 | 0.5
12 | CC/C=C(/NC(C)=O)c1ccccc1 | i | -0.6 | 1.1 | 3.5 | 6.1
13 | COc1ccc(NC(=O)Nc2ccc(OC)cc2)cc1 | i | 0.5 | -5.1 | 3.4 | 6.4
14 | Cc1[nH]c(=O)c(C(=O)c2cc(Cl)ccc2O)cc1C(=O)O | i | 1.8 | -6.9 | -5.6 | -5.8
15 | COc1ccc(C(=O)NC(=S)Nc2ccc3c4c(cccc24)CC3)cc1OC | i | -3.9 | -13.0 | -3.6 | -30.6
16 | Cc1ccc(Cn2nc(C)c(NC(=O)CSc3nc4c(c(C(F)(F)F)n3)CCc3ccccc3-4)c2C)cc1 | i | -2.2 | -1.8 | -4.7 | -2.6
17 | c1cc(-c2ccc(CN3CCOCC3)cc2)n2ccnc2c1 | x | -2.3 | 0.8 | 4.6 | 3.1
18 | CCN(C(=O)c1cccnc1SC)C12CC3CC(CC(C3)C1)C2 | i | 2.5 | -1.0 | -5.3 | -0.2
19 | COc1ccc(CCNC(=O)COc2ccc(S(=O)(=O)N3CCOCC3)cc2)cc1 | i | 0.2 | -7.0 | 11.4 | -3.4
20 | Nc1nonc1C(=O)NCCc1ccccc1 | i | -2.8 | 0.3 | 9.6 | -5.3

nr | FAS TE block | CendR NRP1 mod | MsrA inh | eLon inh
11 | 2.8 | 5.4 | -0.2 | -7.5
12 | -5.1 | 8.9 | -0.1 | -5.0
13 | -7.1 | -6.1 | -0.4 | 0.9
14 | -6.3 | -11.8 | 2.9 | 3.2
15 | -1.9 | -10.9 | -0.1 | -11.8
16 | -6.8 | -0.2 | -1.1 | -5.5
17 | -9.2 | -2.0 | 0.2 | -3.6
18 | 9.6 | -5.4 | -1.3 | -3.0
19 | -1.6 | 6.0 | -0.3 | -15.8
20 | -3.2 | -7.1 | 1.2 | -4.5

(listing goes on)
nr | Molecule | Neddyl block | Rin1-Abl PPI inh | MsrA act | SKN-1 block | MT1-MMP act inh
21 | CCCn1cc(S(=O)(=O)c2ccccc2)c(=O)c2cc(OCC)ccc21 | i | 0.5 | -0.1 | 7.5 | 12.1
22 | O=C(Cc1c(F)cccc1Cl)N1CCOCC1 | i | -4.5 | -4.9 | -17.7 | -1.4
23 | CC(C)(CO)N1CCN(C(=S)Nc2ccccc2)CC1 | i | 2.7 | -0.7 | -2.1 | 4.3
24 | Nc1c(Cl)cc(C2=NCCn3nc4ccccc4c32)cc1Cl | i | 0.8 | -3.3 | 5.3 | -6.5
25 | CCOc1ccc(S(=O)(=O)N2CCN(C(=O)c3cc(S(=O)(=O)N4CCOCC4)ccc3C)CC2)cc1 | i | -0.2 | -5.7 | 8.8 | -0.5
26 | CN(CC(=O)NCC1CCCO1)S(=O)(=O)c1cc(Cl)ccc1Cl (stereo not drawn) | i | -2.3 | -1.8 | 10.6 | -2.2
27 | Cc1ccc([N+](=O)[O-])cc1NC(=O)C1CCN(S(C)(=O)=O)CC1 | i | 1.6 | -4.9 | 0.5 | -0.5
28 | CCOCCCNc1nc2c(C)cccn2c(=O)c1/C=C1\SC(=S)N(CC(C)C)C1=O | i | 1.2 | -6.0 | 12.8 | -49.9

nr | FAS TE block | CendR NRP1 mod | MsrA inh | eLon inh
21 | 0.3 | -1.3 | 0.3 | 2.5
22 | -7.4 | -4.9 | -0.7 | -1.9
23 | -1.7 | -5.1 | -0.4 | 1.0
24 | 3.4 | -13.7 | 2.1 | -6.7
25 | 12.3 | 5.3 | -1.1 | 5.2
26 | -2.5 | 5.6 | 0.6 | -3.4
27 | -3.6 | -0.3 | 0.8 | -1.7
28 | -167.6 | -114.4 | -0.3 | -42.0

Already shown: an excerpt of the list.
nr | Molecule | Neddyl block | Rin1-Abl PPI inh | MsrA act | SKN-1 block | MT1-MMP act inh
15 | COc1ccc(C(=O)NC(=S)Nc2ccc3c4c(cccc24)CC3)cc1OC | i | -3.9 | -13.0 | -3.6 | -30.6
16 | Cc1ccc(Cn2nc(C)c(NC(=O)CSc3nc4c(c(C(F)(F)F)n3)CCc3ccccc3-4)c2C)cc1 | i | -2.2 | -1.8 | -4.7 | -2.6
17 | c1cc(-c2ccc(CN3CCOCC3)cc2)n2ccnc2c1 | x | -2.3 | 0.8 | 4.6 | 3.1
18 | CCN(C(=O)c1cccnc1SC)C12CC3CC(CC(C3)C1)C2 | i | 2.5 | -1.0 | -5.3 | -0.2
19 | COc1ccc(CCNC(=O)COc2ccc(S(=O)(=O)N3CCOCC3)cc2)cc1 | i | 0.2 | -7.0 | 11.4 | -3.4
20 | Nc1nonc1C(=O)NCCc1ccccc1 | i | -2.8 | 0.3 | 9.6 | -5.3
21 | CCCn1cc(S(=O)(=O)c2ccccc2)c(=O)c2cc(OCC)ccc21 | i | 0.5 | -0.1 | 7.5 | 12.1
22 | O=C(Cc1c(F)cccc1Cl)N1CCOCC1 | i | -4.5 | -4.9 | -17.7 | -1.4
23 | CC(C)(CO)N1CCN(C(=S)Nc2ccccc2)CC1 | i | 2.7 | -0.7 | -2.1 | 4.3
24 | Nc1c(Cl)cc(C2=NCCn3nc4ccccc4c32)cc1Cl | i | 0.8 | -3.3 | 5.3 | -6.5
25 | CCOc1ccc(S(=O)(=O)N2CCN(C(=O)c3cc(S(=O)(=O)N4CCOCC4)ccc3C)CC2)cc1 | i | -0.2 | -5.7 | 8.8 | -0.5

nr | FAS TE block | CendR NRP1 mod | MsrA inh | eLon inh
15 | -1.9 | -10.9 | -0.1 | -11.8
16 | -6.8 | -0.2 | -1.1 | -5.5
17 | -9.2 | -2.0 | 0.2 | -3.6
18 | 9.6 | -5.4 | -1.3 | -3.0
19 | -1.6 | 6.0 | -0.3 | -15.8
20 | -3.2 | -7.1 | 1.2 | -4.5
21 | 0.3 | -1.3 | 0.3 | 2.5
22 | -7.4 | -4.9 | -0.7 | -1.9
23 | -1.7 | -5.1 | -0.4 | 1.0
24 | 3.4 | -13.7 | 2.1 | -6.7
25 | 12.3 | 5.3 | -1.1 | 5.2
